Compound activity (PubChem)
inhibitors of VEEV – inhibitors of VEEV TC-83 cytopathic effect, confirmation, Vero cells (AID 588727). inhibition, % at 20 µM; hits with a dose series show IC50 in µM. Vero cells, VEEV TC-83 cytopathic effect inhibition; higher % means a stronger effect. 350,000 tested, 0.13% active; in the data active = a potency from the dose series; note: strong numbers were not always called active
H37Rv inhibition – M. tuberculosis growth inhibition, HTS (AID 449762); 330,000 tested, 0.59% active; M. tuberculosis H37Rv growth inhibition, 7H9 media; higher % means a stronger effect; inhibition, % at 25 µM; hits with a dose series show IC50 in µM; in the data active = a potency from the dose series;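 note: bacterial growth assessed after seven days of incubation; strong numbers were not always called active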
PhoP GFP inhibition – PhoP regulon inhibitors, Salmonella typhi PhoP promoter GFP reporter, confirmatory (AID 1850); Salmonella Typhi PhoP-promoter GFP reporter, fluorescence, 4 h; higher % means a stronger effect; inhibition, % at 50 µM; hits with a dose series show IC50 in µM; 310,000 tested, 0.33% active; in the data active = a potency from the dose series;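 note: 0% = induced wells with vehicle and 100% = uninduced wells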
influenza NS1A – H1N1 influenza NS1A inhibitors, functional cell based assay (AID 504329) | NS1A functional cell-based assay, percent inhibition; higher % means a stronger effect | inhibition, % at 12.5 µM, or IC50 in µM where a hit was titrated | 340,000 tested, 0.3% active; in the data active = a potency from the dose series; note: strong numbers were not always called active
tuberculosis growth – growth inhibition of non-replicating M. tuberculosis (AID 488890) | 320,000 tested, 0.39% active | one-dose inhibition, % at 25 µM; IC50 in µM for titrated hits | Mycobacterium tuberculosis non-replicating, growth inhibition; higher % means a stronger effect; in the data active = a potency from the dose series;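 note: plate controls were DMSO cells for no effect and high antibiotic wells for full effect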
inhibitors of VEEV 10K pilot screen – recorded beside inhibitors of VEEV, whose call it bears; inhibition, %; measured here: 10K pilot screen inhibition
* marks the source's active call; other numbers are inactive results; i = inactive; . = not tested or not shown.

SMILES | inhibitors of VEEV | H37Rv inhibition | PhoP GFP inhibition | influenza NS1A | tuberculosis growth | others
COc1cccc(CNC(=O)CN(C)S(=O)(=O)c2ccc3c(c2)c(=O)n(C)c(=O)n3C)c1 | i | 0% | -7% | -2% | -6% | inhibitors of VEEV 10K pilot screen=1.0
Cc1c(C(=O)OCC(=O)N2c3ccccc3CC2C)oc2ccccc12 (stereo not given) | 2.6% | 4% | 10% | -1% | 17%
COCCCNc1oc(-c2ccccc2Cl)nc1C#N | 0.8% | 1% | -8% | -2% | 33%
C=C(C)CSc1nnc2n(N)c(=O)c3ccccc3n12 | 4.0% | 0% | 10% | -4% | 9%
CCOc1ccc(CN(C)C(=O)c2ccc3ccccc3n2)cc1 | 1.1% | 8% | -8% | -13% | 15%
C=C[C@@H]1c2cc(C)ccc2N(S(=O)(=O)c2ccc(C)cc2)[C@H](c2ccccc2)C1(C#N)C#N | i | -12% | . | 2% | -3% | inhibitors of VEEV 10K pilot screen=1.2
O=C(NC1CCCC1)c1ccc(CS(=O)(=O)Cc2ccccc2F)o1 | 0.1% | -4% | -4% | 4% | 7%
CC(C)(C)C(=O)N(Cc1nc2ccccc2c(=O)[nH]1)Cc1cccs1 | i | 2% | -12% | -7% | 3%
Cc1ccc(-c2noc(CN3CCOCC3)n2)cc1 | 5.8% | 2% | -3% | -5% | 4%
CC1CCCN(C(=O)C2c3ccccc3C(=O)N3CCc4ccccc4C23)C1 (stereo not given) | 1.3% | 0% | -12% | 2% | -1%
COc1ccc(NC(=O)CCCN(C)S(=O)(=O)c2ccc(C)cc2)cc1 | i | -10% | 3% | 6% | 8%
O=C(Nc1ccc2c(c1)OCO2)Nc1ccccn1 | 0.2% | 1% | -10% | 5% | 25%
O=C(N/N=C/c1ccc(O)cc1)c1cc(-c2ccccc2)nc2ccccc12 | 4.9% | -4% | 8% | 5% | -2%
CC(C)Oc1ccc(C(CC(=O)O)NC(=O)CSc2ncn[nH]2)cc1 (stereo not given) | i | 0% | -12% | 4% | -3%
CC(Sc1nc(N)cc(N)n1)C(=O)NCC1CCCO1 (stereo not given) | i | -8% | . | -5% | -9%
Cc1nn(Cc2noc(C(=O)NCC3CCCO3)n2)c(C)c1Br (stereo not given) | 2.3% | -1% | -4% | 3% | -4%
CCN1CCN(c2cc(C)c3cc(NC(=O)c4ccc5c(c4)OCO5)ccc3n2)CC1 | 25% | 59% | . | 4% | .
CN(C)c1ccc(-c2nnn(CC(=O)NCc3ccc4c(c3)OCO4)n2)cc1 | 1.6% | -4% | -8% | -2% | 2%

Structures above with a furan ring, fused or not (2):
SMILES | inhibitors of VEEV | H37Rv inhibition | PhoP GFP inhibition | influenza NS1A | tuberculosis growth | others
Cc1c(C(=O)OCC(=O)N2c3ccccc3CC2C)oc2ccccc12 (stereo not given) | 2.6% | 4% | 10% | -1% | 17%
O=C(NC1CCCC1)c1ccc(CS(=O)(=O)Cc2ccccc2F)o1 | 0.1% | -4% | -4% | 4% | 7%

6 structures already listed, sorted by heavy-atom count, low to high.
SMILES | inhibitors of VEEV | H37Rv inhibition | PhoP GFP inhibition | influenza NS1A | tuberculosis growth | others
CC(Sc1nc(N)cc(N)n1)C(=O)NCC1CCCO1 (stereo not given) | i | -8% | . | -5% | -9%
CCOc1ccc(CN(C)C(=O)c2ccc3ccccc3n2)cc1 | 1.1% | 8% | -8% | -13% | 15%
CC(C)Oc1ccc(C(CC(=O)O)NC(=O)CSc2ncn[nH]2)cc1 (stereo not given) | i | 0% | -12% | 4% | -3%
Cc1c(C(=O)OCC(=O)N2c3ccccc3CC2C)oc2ccccc12 (stereo not given) | 2.6% | 4% | 10% | -1% | 17%
CN(C)c1ccc(-c2nnn(CC(=O)NCc3ccc4c(c3)OCO4)n2)cc1 | 1.6% | -4% | -8% | -2% | 2%
COc1cccc(CNC(=O)CN(C)S(=O)(=O)c2ccc3c(c2)c(=O)n(C)c(=O)n3C)c1 | i | 0% | -7% | -2% | -6% | inhibitors of VEEV 10K pilot screen=1.0

2 consecutive entries from above, quoted:
SMILES | inhibitors of VEEV | H37Rv inhibition | PhoP GFP inhibition | influenza NS1A | tuberculosis growth | others
C=C[C@@H]1c2cc(C)ccc2N(S(=O)(=O)c2ccc(C)cc2)[C@H](c2ccccc2)C1(C#N)C#N | i | -12% | . | 2% | -3% | inhibitors of VEEV 10K pilot screen=1.2
O=C(NC1CCCC1)c1ccc(CS(=O)(=O)Cc2ccccc2F)o1 | 0.1% | -4% | -4% | 4% | 7%
